FAS-TE inh: inhibitors of human fatty acid synthase thioesterase domain; actives 0.67% (n = 360,000); P49327; inhibition, % at 15 µM; AID 602261; recombinant FAS-TE, OMFH fluorogenic substrate, fluorescence endpoint;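 active = compounds whose normalised, plate-corrected inhibition of enzyme fluorescence in the single-dose primary screen is 50% or more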;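 also: 0% = DMSO with enzyme and 100% = substrate without enzyme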
MsrA inhibitor: bovine MsrA inhibition; purified bovine MsrA, absorbance read-out; inhibition, % at 15.5 µM; actives 0.75% (n = 360,000); AID 651718; in the data active = inhibition above about 4.5%;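 also: 0% = vehicle wells with enzyme and 100% = reference inhibitor wells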
CendR NRP1 mod: NRP-1/CendR interaction modulation; O14786; FAM-RPARPAR peptide binding to NRP-1, fluorescence polarization; inhibition, % at 25 µM; actives 0.85% (n = 360,000); AID 602438;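 active = inhibition or corrected inhibition above about 18%, plus a signal ratio from 0.5 to 1.5, limit read from the data, passing the limit was not always enough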; also: strong numbers were not always called active
PABP1 MLLE inh: inhibitors of microRNA-mediated deadenylation, human PABP1 MLLE binding; GST-MLLE / FITC-PAM2 fluorescence polarization; inhibition, % at 20 µM; actives 0.36% (n = 360,000); AID 588489; in the data active = inhibition above about 35%, passing the limit was not always enough;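 also: plate controls were DMSO wells with GST-MLLE for no effect and wells lacking GST-MLLE protein for full effect; some results filed as inactive read as strong as hits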
Target sequence (P11940 whole entry, looked up): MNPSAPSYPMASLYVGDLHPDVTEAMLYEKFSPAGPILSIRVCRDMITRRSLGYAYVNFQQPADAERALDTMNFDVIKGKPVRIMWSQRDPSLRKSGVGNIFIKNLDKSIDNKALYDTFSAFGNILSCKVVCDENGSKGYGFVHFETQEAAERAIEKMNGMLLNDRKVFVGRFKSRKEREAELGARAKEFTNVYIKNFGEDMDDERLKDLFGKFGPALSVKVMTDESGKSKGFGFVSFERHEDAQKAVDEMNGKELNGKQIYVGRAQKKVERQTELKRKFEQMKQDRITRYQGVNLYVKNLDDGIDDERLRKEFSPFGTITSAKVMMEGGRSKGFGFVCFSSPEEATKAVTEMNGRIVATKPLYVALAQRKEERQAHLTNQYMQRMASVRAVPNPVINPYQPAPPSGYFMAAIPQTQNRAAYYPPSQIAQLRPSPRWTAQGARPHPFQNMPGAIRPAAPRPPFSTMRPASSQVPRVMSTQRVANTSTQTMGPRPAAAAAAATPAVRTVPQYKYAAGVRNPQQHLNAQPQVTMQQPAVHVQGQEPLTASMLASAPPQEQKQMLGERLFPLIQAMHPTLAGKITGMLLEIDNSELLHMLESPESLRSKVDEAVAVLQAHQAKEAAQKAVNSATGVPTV
MT1-MMP act inh: blocks activation of human MT1-MMP; P50281; AID 651647; HT1080 RFP-PRO-GFP cells, GFP/RFP ratio fluorescence, overnight; percent of plate control window, DMSO zero; GFP/RFP ratio change, % at 20 µM; actives 0.061% (n = 360,000);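 active = GFP/RFP ratio change of at least 30% with cell ATP level not reduced by more than half and red fluorescence within 50% of control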; also: strong numbers were not always called active
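Assay system: HT1080 RFP-PRO-GFP cells. Benchmarks: DMSO vehicle wells and RFP-L50D-GFP reporter cell wells. Times: overnight cell settling, then overnight compound exposure, 37 °C, 5% CO2. Compound: 20 µM single dose, 1% DMSO. Read-out basis: GFP/RFP fluorescence ratio.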
E coli Lon inh: inhibitors of E. coli Lon protease; P0A9M0; purified E. coli Lon protease, fluorescence polarization; inhibition, % at 7.94 µM; actives 0.42% (n = 360,000); AID 602123; in the data active = inhibition above about 13%, passing the limit was not always enough;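 also: 0% = enzyme with probe and DMSO and 100% = no enzyme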
TbMetRS inhib: blocks T. brucei methionyl-tRNA synthetase activity; purified T. brucei MetRS, ATP depletion, Kinase-Glo luminescence; actives 0.4% (n = 360,000); inhibition, % at 11.9 µM;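 active = inhibition above a per-plate cutoff of the control wells' mean inhibition plus 3 SD, cut at about 5.5% in these data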;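 also: 0% = DMSO wells median and 100% = median of wells with control inhibitor compound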
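Assay system: T. brucei methionyl-tRNA synthetase, purified | Medium: HEPES buffer with MgCl2, KCl, DTT, spermine, BSA, pyrophosphatase | Compound: 11.9 µM single point | Incubation: 15 min enzyme-compound preincubation, 2 h reaction, 10 min detection, 25 °C | Measured by: Kinase-Glo luciferase luminescence reporting remaining unconsumed ATP | Measure: % inhibition normalized to control-well medians | Replication: Singlicate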
MsrA act: activators of bovine methionine sulfoxide reductase A; purified bovine MsrA, absorbance read-out; activation, % at 10.6 µM; actives 0.3% (n = 360,000); AID 602163; in the data active = activation above about 7.5%;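 also: 0% = vehicle and 100% = reference activator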
SKN-1 inh: blocks SKN-1 activity in C. elegans; inhibition, % at 21.8 µM; actives 0.49% (n = 360,000); C. elegans VP596 Pgst-4::GFP/RFP ratio, acrylamide-induced, 24 h;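 active = interference check ratio from 0.5 to 1.5 plus GFP to RFP signal ratio inhibition reaching or exceeding a fixed threshold, cut at about 30% in these data, passing the limit was not always enough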; also: some compounds called inactive have numbers as strong as hits
* marks the source's active call; other numbers are inactive results; . = not tested or not shown.

SMILES | FAS-TE inh | MsrA inhibitor | CendR NRP1 mod | PABP1 MLLE inh | MT1-MMP act inh | E coli Lon inh | TbMetRS inhib | MsrA act | SKN-1 inh
CCNc1nc2[nH]c(=O)c3c(c2s1)OC(N)=C(C#N)C3c1ccc(C)cc1 (stereo unspecified) | -23 | 1.9 | -47 | -8 | -1 | -26 | -0.5 | -5 | 26
Nc1nc(COc2ccccc2)cs1 | -13 | 0.5 | 1 | -8 | 2 | 2 | -0.5 | -4 | -5
CCN(c1ccccc1C)S(=O)(=O)c1nnc(NC(=O)c2ccco2)s1 | -1 | 3.3 | -16 | -23 | 3 | -12 | -0.1 | -3 | 4
COc1ccc(-c2csc(C(O)c3ccc(F)cc3)n2)cc1OC (stereo unspecified) | 3 | 0.3 | -6 | -3 | 2 | -3 | -0.2 | -1 | 13
COc1ccc(NC(=S)NCCc2ccc(S(N)(=O)=O)cc2)c(OC)c1 | -1 | 0.3 | 0 | 1 | 3 | 1 | 0.5 | -2 | 0
COCCN1CCn2c(nc3cc(NC(=O)Cn4nc(C)c5ccccc5c4=O)ccc32)C1 | -6 | 1.5 | -4 | -1 | -2 | 2 | 0.1 | 1 | 16
COc1ccc(C(=O)OCC(=O)NC2CCCC2)c(OC)c1 | -4 | -0.7 | 3 | 4 | -2 | -10 | -1.3 | -9 | -17
CNc1nn(-c2cccc(Cl)c2)nc1N | -3 | 2.2 | -24 | -48 | 28 | -3 | 0.1 | -9 | 11
CC1CCN(C(=O)CNC(=O)CNS(=O)(=O)c2ccccc2)CC1 | -4 | -1.0 | 15 | -3 | 4 | -7 | 0.0 | -1 | 8
O=c1[nH]c(=S)[nH]c2c1C(c1ccc(Cl)cc1)OC(CCc1ccccc1)C2 (stereo unspecified) | 28 | 0.2 | 11 | 14 | 0 | -1 | -0.1 | 1 | 2
O=C(CC1NC2CCCCC2NC1=O)Nc1ccc2c(c1)OCO2 (stereo unspecified) | -5 | 0.6 | -1 | -1 | 1 | 9 | -0.2 | -3 | -6
O=c1[nH]n(-c2ccc(F)cc2)c2ncccc12 | -7 | 0.7 | -10 | 4 | 7 | -8 | -0.3 | -3 | 1
CCN(C[C@H]1N[C@@](Cc2ccccc2)(C(=O)OC)[C@H]2C(=O)N(Cc3ccccc3)C(=O)[C@@H]12)C(=O)C1CCCCC1 | 19 | 0.1 | 0 | 3 | -5 | -2 | -1.7 | -3 | -1
CCOC(=O)c1ccc2c(c1)N(C)C(=O)c1ccccc1S2 | 1 | . | -3 | -148 | -10 | 14 | -1.0 | 0 | 25
COCCn1c(SCC(=O)Nc2ccc(OC)c(S(N)(=O)=O)c2)nc2ccccc21 | -6 | -0.1 | 3 | -30 | 0 | -2 | -0.7 | -6 | -8
COC(=O)c1ccccc1Sc1snnc1C | -1 | 1.1 | 16 | -6 | 1 | 7 | 0.5 | -3 | -1
COc1ccccc1N1CCN(C(=O)/C=C/c2cccc([N+](=O)[O-])c2)CC1 | 43 | 0.7 | -5 | 5 | 0 | -16 | 2.1 | -3 | 0
CCOC(=O)C1CCCN(C(=O)c2ccc3c(=O)n(CCOC)c(=S)[nH]c3c2)C1 (stereo unspecified) | -2 | -1.1 | 0 | -49 | 9 | -12 | 0.0 | -2 | 0
CCOC(=O)C1=C(N)Oc2c(c(=O)[nH]c3ccccc23)C1c1ccccc1 (stereo unspecified) | 21 | 1.6 | -6 | 18 | -4 | -1 | -0.1 | -4 | -18
CC(C)(C)n1c(O)c2ccc(C(=O)N=NC(=O)c3ccccc3)cc2c1O | -9 | 0.1 | 6 | 5 | 4 | -2 | -0.1 | -3 | 20

The list goes on; the last two above are carried over.
SMILES | FAS-TE inh | MsrA inhibitor | CendR NRP1 mod | PABP1 MLLE inh | MT1-MMP act inh | E coli Lon inh | TbMetRS inhib | MsrA act | SKN-1 inh
CCOC(=O)C1=C(N)Oc2c(c(=O)[nH]c3ccccc23)C1c1ccccc1 (stereo unspecified) | 21 | 1.6 | -6 | 18 | -4 | -1 | -0.1 | -4 | -18
CC(C)(C)n1c(O)c2ccc(C(=O)N=NC(=O)c3ccccc3)cc2c1O | -9 | 0.1 | 6 | 5 | 4 | -2 | -0.1 | -3 | 20
Cc1ccc(C(=O)/C=C\Nc2ccc(C)c(C)c2)cc1 | -6 | 1.0 | -13 | -4 | -2 | -1 | -0.9 | -6 | -8
O=C(NCCc1ccccc1)c1noc2c1CCCCC2 | 2 | -1.5 | -8 | -6 | 1 | 3 | 0.4 | -2 | 18
Cn1c(-c2ccncc2)nc2ccccc21 | -6 | 0.7 | 2 | -4 | -1 | -7 | 1.2 | -2 | 19
CC(=O)c1cc(F)c(N2CCOCC2)cc1C | -9 | 2.4 | -3 | -9 | 4 | 0 | -1.5 | -3 | 14
CCOc1cc(CNCc2ccncc2)cc(Br)c1OCc1ccc(F)cc1 | 13 | 0.1 | -4 | 13 | -16 | 4 | 0.1 | -1 | 13
Cc1cccc(C)c1NC(=O)CS(=O)CC(=O)NCCCc1ccccc1 (stereo unspecified) | -4 | 0.3 | -8 | 9 | 1 | 8 | -0.4 | -1 | 9
Cc1ccsc1/C=N/Nc1cccc(C(=O)O)c1 | 0 | 2.8 | -13 | 19 | 1 | -6 | -0.5 | 2 | -4
O=C(COC(=O)Cc1cccs1)NCc1ccc(F)cc1 | -6 | -0.6 | 25* | -18 | 3 | -20 | -0.3 | -5 | -11
COc1ccc(CNc2cc(C)ccn2)c(O)c1 | -3 | -0.2 | 3 | 6 | -4 | 5 | 1.6 | -1 | 5
CCOc1ccccc1NC(=O)CSc1nc2ccccc2nc1N1CCCC1 | 27 | -0.1 | -13 | -9 | -9 | 2 | 0.2 | -4 | 2
COC(=O)C1=CN(c2ccc(F)cc2)C=C(C(=O)OC)C1c1cccc(Br)c1 | 31 | 0.7 | 4 | -8 | -14 | -6 | 0.1 | -2 | -8
CCOC(=O)c1[nH]c(CSc2nnnn2-c2ccccc2C)c(C(=O)OCC)c1C | 8 | -0.4 | -35 | -71 | -35 | -20 | -1.1 | -9 | -7
CCOc1ccc(C2=C(C=C(C#N)C#N)C(c3ccccc3)c3ccccc3O2)cc1 (stereo unspecified) | 32 | 0.7 | 1 | -6 | -4 | -11 | -0.6 | -4 | -8
O=C(NC1CCCC1)C(=O)N(Cc1cccnc1)C(C(=O)NC1CCCC1)c1ccco1 (stereo unspecified) | 1 | 1.3 | 5 | -12 | -2 | 5 | -0.3 | -1 | -12
CCc1ccc(-c2cn3nc(C)c(C)nc3n2)cc1 | -12 | -0.1 | -15 | -16 | -7 | -4 | -1.7 | -13 | -5
CC(Sc1ncc(C(F)(F)F)cc1Cl)C(=O)NCC1CCCO1 (stereo unspecified) | 0 | -0.6 | -2 | -1 | -1 | -2 | -0.6 | -6 | -3
COC(=O)CC1C(=O)NCCN1C(=O)c1ccc(Cl)cc1 (stereo unspecified) | -2 | -1.0 | 0 | 1 | 3 | 8 | -0.2 | -12 | 0
O=C1COc2ccc(C(=O)COC(=O)c3cnc(Cl)c(Cl)c3)cc2N1 | 2 | 0.0 | -15 | -6 | 1 | 15 | -0.4 | -3 | -3
COc1ccc(-c2ccc3c(c2)S(=O)(=O)c2cccc(C(=O)NCc4cccc(OC(F)(F)F)c4)c2C3=O)cc1OC | -13 | . | 146 | -26 | -115 | 9 | -0.3 | -2 | -2
O=C(COC(=O)c1cccs1)NCC1CCCO1 (stereo unspecified) | -6 | 0.1 | 12 | 5 | -2 | 6 | -0.7 | -2 | -6
Cn1nc(C(F)(F)F)c(-c2cccc(C(F)(F)F)c2)c1NC(=O)c1cccnc1 | 10 | 0.9 | 21 | -2 | -1 | -1 | -0.1 | -1 | -2
O=C(CN1C(=O)c2cccc3cccc(c23)C1=O)N1CCCCCC1 | -8 | 1.9 | -11 | 3 | 10 | -4 | -0.7 | -11 | -18
COc1cccc(-c2ncc3ccccc3c2COC(=O)c2ccc(C(F)(F)F)cc2)c1 | 22 | 0.0 | 29* | -5 | 0 | 1 | -0.4 | -2 | -14
COc1cc(C(CC(=O)N2CCCC2)c2c(OC)cc(OC)c3c(-c4ccccc4)cc(=O)oc23)cc(OC)c1OC (stereo unspecified) | 8 | 2.0 | -8 | -3 | -8 | 0 | 0.2 | -1 | -2
O=C(Nc1ccc(N2CCOCC2)cc1)C1CC(=O)N(c2ccccc2)C1 (stereo unspecified) | -13 | 0.6 | 0 | 0 | 1 | 0 | -0.1 | -4 | -6
O=C(CN1CCCCCC1)Nc1nc2ccccc2s1 | -2 | 2.3 | 4 | 15 | -5 | 0 | -0.9 | -3 | 9
O=C(c1cccc(Br)c1)N1CCN(c2ccc(N3CCOCC3)nn2)CC1 | -10 | -1.1 | -2 | 18 | 5 | 4 | -0.6 | -5 | 5
COc1cc(C2c3cc4c(cc3OC(C)(N3CCCC3)C2C)OCO4)cc(OC)c1OC (stereo unspecified) | 2 | -0.5 | 4 | -8 | 20 | -13 | -0.3 | -4 | 1
CC(C)c1cccc(C(C)C)c1NC(=O)CNCc1ccccc1F | 5 | -0.2 | 5 | -9 | -1 | -10 | -0.1 | -3 | -4
CC(=O)NC1c2ccccc2C(=O)N1Cc1ccccc1 (stereo unspecified) | -3 | 0.5 | 10 | -16 | 0 | -3 | -0.4 | -4 | -12
C[C@H](CO)N1C[C@H](C)[C@H](CN(C)C(=O)Nc2ccc(C(F)(F)F)cc2)OCc2cnnn2CCCC1=O | -6 | 0.5 | 8 | 4 | 0 | 2 | -1.8 | -5 | -3
COc1cc(SC)ccc1C(=O)NCCOc1ccc(Cl)cc1 | 20 | 2.6 | -1 | -6 | 2 | -3 | -0.1 | 1 | 23
Cc1ccc(N(CC(=O)NCc2ccccc2Cl)S(=O)(=O)c2c(C)noc2C)cc1 | 14 | -0.2 | 8 | 2 | -1 | -3 | -0.4 | 0 | 3
CCC(=O)OCCNc1cc(Sc2nc3ccccc3[nH]2)c2nonc2c1[N+](=O)[O-] | 80* | 5.0* | 10 | 29 | 3 | 7 | -0.2 | -17 | 1
CC(C)C[C@H](N)C(=O)N1CCC(C(=O)N[C@H](C(=O)NC(C)c2ccccc2)C(C)C)CC1 (stereo partly specified) | -7 | -0.3 | -2 | 0 | 2 | 2 | -2.0 | -6 | -2
Cc1ccccc1C(=O)NC(=S)Nc1sc2c(c1C#N)CCCC2 | -27 | 0.1 | -3 | -41 | 5 | 3 | -0.4 | -10 | 2
COC1=CC(C)C2CC3OC(=O)CC4C(C)=C(OC)C(=O)C(C2(C)C1=O)C34C (stereo unspecified) | -5 | -1.2 | 5 | 10 | 1 | -8 | 0.4 | -1 | 16
COc1ccc(C(CC(=O)Nc2ccccn2)N2Cc3ccccc3C2=O)cc1OC (stereo unspecified) | -5 | 1.1 | -2 | -4 | -1 | 3 | -0.8 | 0 | 26

Records listed above printed as active in MsrA inhibitor:
structure,MsrA inhibitor,CendR NRP1 mod,PABP1 MLLE inh,MT1-MMP act inh,E coli Lon inh,MsrA act,SKN-1 inh
CCC(=O)OCCNc1cc(Sc2nc3ccccc3[nH]2)c2nonc2c1[N+](=O)[O-],5.0*,10,29,3,7,-17,1
